mcGAS lum – mouse cGAS inhibition by luminescence; recombinant cGAS, Kinase-Glo ATP depletion luminescence; inhibition, % at 12.5 µM; actives 0.15% (n = 160,000); AID 1259399;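 note: 0% = negative control wells and 100% = reference inhibitor with no enzyme activity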
NPYLR7 ag – activates Aedes aegypti NPYLR7 receptor; HEK293T NPYLR7/Galpha15, GCaMP6s calcium fluorescence; activation, % at 10 µM; actives 0.15% (n = 270,000); in the data active = activation above about 40%;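 note: 0% = vehicle and 100% = reference agonist at the receptor; some compounds past the cut are filed as inactive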
hcGAS inh – human cGAS inhibition | recombinant h-cGAS, ATP depletion, Kinase-Glo luminescence | inhibition, % at 12.5 µM | actives 0.081% (n = 290,000) | AID 1259398;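 note: 0% = vehicle reaction and 100% = reaction without DNA for no activity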
Target sequence (Q8N884 whole entry, looked up): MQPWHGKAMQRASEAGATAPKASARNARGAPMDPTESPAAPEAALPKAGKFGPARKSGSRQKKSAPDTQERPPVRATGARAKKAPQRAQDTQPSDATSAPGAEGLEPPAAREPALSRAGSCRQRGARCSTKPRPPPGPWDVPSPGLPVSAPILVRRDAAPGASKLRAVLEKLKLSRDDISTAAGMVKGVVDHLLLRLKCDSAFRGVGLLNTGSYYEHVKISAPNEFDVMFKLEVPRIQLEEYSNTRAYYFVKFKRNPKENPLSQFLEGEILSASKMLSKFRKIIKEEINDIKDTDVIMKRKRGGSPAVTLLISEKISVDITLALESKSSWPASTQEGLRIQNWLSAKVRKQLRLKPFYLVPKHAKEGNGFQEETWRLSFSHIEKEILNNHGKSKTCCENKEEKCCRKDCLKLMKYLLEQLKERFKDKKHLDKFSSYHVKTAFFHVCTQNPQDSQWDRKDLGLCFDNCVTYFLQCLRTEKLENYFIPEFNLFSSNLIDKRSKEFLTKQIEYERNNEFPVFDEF
An asterisk follows results filed as active; · = no result given; & = joins results of further samples. Cut-off read from the data, not from the text of the source, unless noted: active = inhibition above about 40%; inactive = the rest. Compounds were not picked by outcome (roughly 0.29% active in at least one column).

SMILES	mcGAS lum	NPYLR7 ag	hcGAS inh
CCC(C)NC(=O)CCN(CCCN1CCOCC1)c1nc(-c2ccccc2Cl)nc2ccccc12 (centres undefined)	-9	34	-1
CC1CN(c2ncnc3c2cnn3CCNC(=O)CCCc2ccccc2)CC(C)O1 (centres undefined)	-11	0	-13
Cc1ncc(C(=O)N2CCC(c3cc(Cc4ccccc4)[nH]n3)CC2)c(C)n1	·	-1	-2
CCn1c(C)c(C(=O)CN(C(=O)c2ccc(Br)cc2)C2CCCCC2)c(C)c1C(=O)OC	-4	-12	-7
CC(=O)c1cccc(-c2ccc(NCCO)nn2)c1	-17	6	-5
CC1CCN(CCCn2c(=S)[nH]c3ccccc3c2=O)CC1	·	9	0
COC1CN(C(=O)CC(C)(C)C)CCC(=O)N(C)c2ccccc21 (centres undefined)	-5	4	4
Cc1cc(NC(=O)CSc2ncccn2)no1	-4	-4	-1
O=C(Oc1ccc(-c2nc(-c3cccnc3)no2)cc1)c1ccccc1	-6	-5	-9
COc1cc(OC)cc(-c2nnc(SCc3cccc(C#N)c3)n2-c2ccc(C)cc2)c1	-5	·	-3
CC(=O)NC1CCC(NC(=O)[C@H]2CCCN2C(=O)c2cccc(Br)c2)CC1 (some centres undefined)	-9	25	-8
O=C(c1c(F)ccc(S(=O)(=O)NC2CC2)c1F)N1CCCCC1	·	1	-11
CC(C)c1nc2sc3c(N4CCCC4)ncnc3c2c2c1COC(C)(C)C2	·	3	-7
Cc1nnc(N2CCC(c3ccc(O)cc3)CC2)c(C#N)c1C	-4	4	2
O=C(NCCCl)NCc1nnnn1-c1ccc(F)c(F)c1	·	3	-7
COc1ccc(S(=O)(=O)NCC2CCCO2)cc1N1CCN(C(=O)C(OC(C)=O)c2ccccc2)CC1 (centres undefined)	1	-8	3
CS(=O)(=O)c1ccc(Cl)cc1	2	0	4
CCOC(=O)c1c(C)nn(-c2ccc(C(=O)NC[C@@H]3CCCO3)cc2)c1C	-3	4	-2
Cc1ccc(N(CCC#N)C(=O)CCc2ccncc2)cc1	·	11	-8
COc1ccc(-c2nc(OC)nn2-c2cccc(NC(=O)Nc3cccc(OC)c3)c2)cc1	-9	17	-6
CCS(=O)(=O)c1nc(S(=O)(=O)c2ccc(C)cc2)c(NCc2ccccc2OC)s1	-2	-1	-2
Cc1ccc2nc(NC(=O)CSc3nc4c(c(=O)n3C)SC(C)C4)sc2c1 (centres undefined)	·	-1	-7
CN(C)c1nc2c(c(NCCc3ccc(F)cc3)n1)CCNC2	32	2	-6
CCn1ccnc1CNC(=O)c1coc(COc2ccc(F)cc2Cl)n1	·	4	-12
Cn1ccnc1-c1nccn1-c1ccc(-c2ccn[nH]2)cc1	-14	7	-6
CC(C)c1cccc(C(C)C)c1NC(=O)C(C)(C)C	·	-1	1
Clc1cccc(Oc2cc(N3CCSCC3)ncn2)c1	-6	·	-1
O=C(NCc1nc(-c2cccc(F)c2)c(-c2ccccn2)[nH]1)C1CC1	-22	1	-8
COc1cccc(Cc2[nH]nc3ccnc(-c4ccc(S(C)(=O)=O)cc4)c23)c1	-5	3	-2
COC(=O)C1=C(C)N(CC2CCCO2)C(=O)/C1=C\c1cc(C)n(-c2ccccc2F)c1C (centres undefined)	·	0	-6
COCCN1C(=O)C2(SCCN2C(=O)c2ccc(Cl)cc2)c2ccccc21 (centres undefined)	0	-4	3
Cc1c(C(=O)N2CCCCC2)cnc2c(-c3c(F)cccc3Cl)cnn12	3	-5	7
O=S(=O)(NCCOc1ccc(-c2cccs2)nn1)c1ccc2c(c1)CCCC2	-8	-4	-9
N#Cc1cc(C#N)c(SCc2c(Cl)ccc3cccnc23)nc1N	·	15	-12
COc1cccc(C(CN2CCN(C(=O)c3cccc(C)c3)CC2)OCc2cccc(Cl)c2)c1 (centres undefined)	-6	·	-3
CC1C(=O)N(c2cccc(F)c2)CCN1C(=O)C1CCCC1 (centres undefined)	-6	-3	-7
CCn1nnc2c(=O)n(CC(=O)N(C(C)C)C(C)C)cnc21	·	4	-5
CCCCn1c(-c2cc3c(s2)CCC3)nc2cc(S(N)(=O)=O)ccc21	·	9	-8
COc1cccc(C(CN2CCN(C(=O)CCc3ccccc3)CC2)OCc2ccc(C)cc2)c1 (centres undefined)	-6	4	-7
Cc1ccc(F)cc1C(=O)NNC(=O)c1csc(N2CCOCC2)n1	·	24	-4
CCn1c(C)c(C(C)(C)C)sc1=NS(=O)(=O)c1ccc(Cl)cc1	·	19&0	-5&-8
COc1ccccc1N1CCN(C(=O)CCn2cncn2)CC1	·	0	9
CC(=O)N(c1ccccc1)c1nc(C)cc(C)c1C#N	-7	-2	-3
Cc1ccsc1[C@@H]1CCN(Cc2cncn2Cc2ccccc2)C[C@H]1O	-10	18&5	-11&-3
COc1cccc(Cc2nc3c(c(N4CCOCC4)n2)CN(C(=O)c2ccc(Cl)c(Cl)c2)CC3)c1	-3	14	-3
COCCC1CCCCN1C(=O)Cc1c[nH]c2ccccc12 (centres undefined)	·	1	-6
Cc1cccc(-c2ncc(CN[C@@H](CO)Cc3ccccc3)cn2)c1	1	-1	2
CN(C)C(CNc1ncnc2c1c(Br)nn2C)C1CC1 (centres undefined)	·	-1	-2
Cc1nc2ccccc2nc1N1CCN(S(=O)(=O)c2c(F)c(F)c(F)c(F)c2F)CC1	-5	5	-2
NC(=O)CS(=O)(=O)Cc1c(Cl)cccc1Cl	·	7	-15
Cc1ccccc1C1c2ccsc2CCN1C(=O)CN(CC1CCCO1)S(=O)(=O)c1ccc(Br)cc1 (centres undefined)	-4	-11	-11
Cc1nc2c(C(=O)N3CCN4CCNC(=O)C4C3)cccc2[nH]1 (centres undefined)	-22	3	-6
CNC(=O)Cn1c(CO)cnc1SCc1ccccc1Cl	-8	20	-4
O=C1CCC(=O)N1OCC(=O)N(c1ccccc1)c1ccccc1	-2	-3	2
COCCN(CC(=O)N1CCc2sccc2C1c1ccc(F)cc1)C(=O)/C=C/c1ccccc1 (centres undefined)	-6	-12	-8
COc1cccc(C(=O)N2C(C(=O)O)COC23CCN(C(=O)C2CC2)CC3)c1 (centres undefined)	-5	10	-4
Nc1cc(=O)oc2cc(O)ccc12	2	9	6
O=C(NCCNc1nc(Cc2ccccc2)nc2cc(Cl)ccc12)c1ccc(C(F)(F)F)cc1	-4	20	-6
COc1ccc(C(=O)N2CCCC(C(=O)c3ccc4c5c(cccc35)CC4)C2)o1 (centres undefined)	-1	-13	5
Nc1nc(CN2CCC(C(=O)c3cc(F)ccc3F)CC2)nc2ccccc12	-14	3	-7

Further entries follow.
SMILES	mcGAS lum	NPYLR7 ag	hcGAS inh
CC1CCc2c(sc(N=CN(C)C)c2C#N)C1 (centres undefined)	-4	2	-10
CSc1ccc(/C=C2N=C(/C=C/c3ccccc3)OC/2=O)cc1	·	-3	2
CCCCCN(Cc1cccn1Cc1ccccc1C)S(=O)(=O)c1cc(Cl)ccc1Cl	-5	24	-2
O=C(NNC(=O)c1ccccc1Cl)c1ccc(=O)n(Cc2ccc(Cl)cc2)c1	-11	-8	-5
Cc1ccc2c(c1)c1c(n2C)C(C#N)CCC1 (centres undefined)	·	3	-8
COc1cc(OC)c(NC(=O)C2CCN(S(=O)(=O)c3ccc4c(c3)CCC4)CC2)cc1Cl	-7	16	-4
COc1ccc(-c2noc(CCC(=O)Nc3nc4ccccc4s3)n2)cc1	·	-4	-2
Cc1cc(C)n(C(=O)C(C(=O)c2ccccc2)C(C)C)n1 (centres undefined)	·	-5	3
CN(Cc1ccccc1)c1ncccc1CNc1ncc(Cl)cn1	·	-1	-6
COc1ccc(C(c2c(O)cc(C)n(Cc3ccccc3)c2=O)N2CCN(CCO)CC2)cc1 (centres undefined)	·	3	-10
O=C(O)CN1C(=O)/C(=C\c2ccc(-c3ccc(Cl)c([N+](=O)[O-])c3)o2)SC1=S	-3	2	-1
C=C(C)Cn1c(SCC(=O)N=Nc2c(O)[nH]c3ccccc23)nnc1-c1ccc(Br)cc1	·	-5	2
COc1ccc(-n2ccnc2-c2nc(-c3cccs3)oc2C)cn1	·	57*	-10
CCOc1ccc(C(C2Sc3nc(CC)nn3C2=O)N2CCCC2)cc1 (centres undefined)	-8	-2	-9
N#CC1(c2ccccc2)CCN(C(=O)C2CC=CCC2C(=O)Nc2cccc(Oc3ccccc3)c2)CC1 (centres undefined)	-3	1	-8
CC(=O)OC(C(=O)N1CCC(Cc2ccc(-c3ccccc3)cc2)CC1)c1ccccc1 (centres undefined)	2	-6	3
COc1cc(NS(=O)(=O)c2ccc(Cl)cc2F)cc(OC)c1	-6	5	-11
Cc1cn2nc(Oc3ccc(Br)cc3F)sc2n1	·	-2	-5
Cc1sc2ncc(C(=O)N3CCC4(CCCO4)CC3)c(=O)n2c1C	0	-4	-1
COc1ccc2c(c1)c(C(=O)N1CCC3(CCNCC3)CC1)c(C)n2C	·	5	-7
CC(C)N(Cc1nccn1C)C(=O)[C@@H]1C[C@@H](NC(=O)c2cccs2)CN1	-8	5	-5
CC(C)c1ccc(Oc2cc(C(F)(F)F)nc(SCc3ccccc3F)n2)cc1	-4	13	-6
Cn1cc([N+](=O)[O-])cc1C(=O)N1CCNCC1	-4	4	-1
CCOc1ccccc1NC(=O)CSc1ccc2nnc(-c3cccnc3)n2n1	-6	-1	-5

Record cards (already shown). Order of screens: mcGAS lum	NPYLR7 ag	hcGAS inh
Profile of Cc1cn2nc(Oc3ccc(Br)cc3F)sc2n1 = ·	-2	-5
Profile of CC(C)c1ccc(Oc2cc(C(F)(F)F)nc(SCc3ccccc3F)n2)cc1 = -4	13	-6

Remaining list, next part:
SMILES	mcGAS lum	NPYLR7 ag	hcGAS inh
CC(=O)c1ccc(C(=O)N2CCCC3(C=Cc4ccccc4O3)CC2)cc1 (centres undefined)	-12	-4	-5
Cc1nc(C2CCCN2CC(C)(C)CN2CCOCC2)n[nH]1 (centres undefined)	-6	·	-7
CC(NCC(O)COC(C)(C)C)c1ccccc1 (centres undefined)	-9	-5	-5
Cc1nc(NC(=O)C2CCCC2)sc1-c1n[nH]c(=S)n1C1CC1	·	7	2
CCCC(CCC)C(=O)N1CCc2c([nH]c3ccc(OC)cc23)C1c1ccccc1OC (centres undefined)	-9	19	-6
CCn1cnc2c(nnn2C)c1=O	·	0	-5
Cn1ccc(NC(=O)CCN2C(=O)COc3ccccc32)n1	·	3	-6
CCC(C)N(Cc1c(C)nn(-c2ccccc2)c1N1CCN(CC)CC1)C(=O)Nc1ccccc1C (centres undefined)	-4	3	-6
Clc1cccc(C2Nc3cccc4cccc(c34)N2)c1Cl	-2	-2	4
COc1ccc(-c2nnc(SCC(=O)N(C3CC3)C3CCS(=O)(=O)C3)o2)cc1OC (centres undefined)	·	-7	-5
COc1ccc(-c2c[n+]3ccccc3n2Cc2ccccc2)cc1OC	-5	-3	-7
O=C(O)C1COC2(CCN(C(=O)c3cccc([N+](=O)[O-])c3)CC2)N1C(=O)c1ccco1 (centres undefined)	-5	12	-7
COc1ccc(OCCN2CCN(c3ccc([N+](=O)[O-])cc3)CC2)cc1	-8	1	-10
Cc1cc2nc(-c3ccc(NC(=O)c4ccc(Cl)c([N+](=O)[O-])c4)cc3)oc2cc1C	-5	8	-2
COc1cccc(CNC(=O)C2CCN(C(=O)[C@@H](C)NC(=O)Nc3cc(F)cc(C(F)(F)F)c3)CC2)c1	-8	-2	-5
CNC(=O)COc1ccc(-c2ccccc2)cc1Br	·	4	6
COC(=O)CCCC(=O)Nc1cccc(-c2cccc(-c3ccc4c(c3)OCCO4)n2)c1	-7	-4	-8
CC(C)C(NCC(=O)NCc1ccccc1F)c1ccccn1 (centres undefined)	·	1	-3
CC(NC(=O)CCn1nnnc1CN1CCOCC1)c1cnn(-c2ccccc2)c1 (centres undefined)	·	-4	-6
COCCS(=O)(=O)N(Cc1ccsc1)c1ccccc1	-8	-1	-6
COCCN1CCCC[C@]2(C[C@H](CO)[C@H](c3ccccc3)N2C(=O)c2ccc3c(c2)OCO3)C1=O	-6	2	-5
COc1cc2c(cc1C(=O)N(C)Cc1nc(C)no1)CCC2	·	8	-6
CN=c1scc(-c2cccc(Br)c2)n1N=Cc1ccccc1	-7	6	-3
O=C1c2ccccc2C(=O)c2c1ccc1c(=O)n(C3CCCCC3)[nH]c21	-6	1	-12

Compounds shown so far that have an NH in an aromatic ring, in the order listed:
SMILES	mcGAS lum	NPYLR7 ag	hcGAS inh
Cc1ncc(C(=O)N2CCC(c3cc(Cc4ccccc4)[nH]n3)CC2)c(C)n1	·	-1	-2
CC1CCN(CCCn2c(=S)[nH]c3ccccc3c2=O)CC1	·	9	0
Cn1ccnc1-c1nccn1-c1ccc(-c2ccn[nH]2)cc1	-14	7	-6
O=C(NCc1nc(-c2cccc(F)c2)c(-c2ccccn2)[nH]1)C1CC1	-22	1	-8
COc1cccc(Cc2[nH]nc3ccnc(-c4ccc(S(C)(=O)=O)cc4)c23)c1	-5	3	-2
COCCC1CCCCN1C(=O)Cc1c[nH]c2ccccc12 (centres undefined)	·	1	-6
Cc1nc2c(C(=O)N3CCN4CCNC(=O)C4C3)cccc2[nH]1 (centres undefined)	-22	3	-6
C=C(C)Cn1c(SCC(=O)N=Nc2c(O)[nH]c3ccccc23)nnc1-c1ccc(Br)cc1	·	-5	2
Cc1nc(C2CCCN2CC(C)(C)CN2CCOCC2)n[nH]1 (centres undefined)	-6	·	-7
Cc1nc(NC(=O)C2CCCC2)sc1-c1n[nH]c(=S)n1C1CC1	·	7	2
CCCC(CCC)C(=O)N1CCc2c([nH]c3ccc(OC)cc23)C1c1ccccc1OC (centres undefined)	-9	19	-6
O=C1c2ccccc2C(=O)c2c1ccc1c(=O)n(C3CCCCC3)[nH]c21	-6	1	-12
